MLLE-PAM2 inh: inhibitors of microRNA-mediated deadenylation, human PABP1 MLLE binding | P11940 | GST-MLLE / FITC-PAM2 fluorescence polarization | inhibition, % at 20 µM | 360,000 tested, 0.36% active | AID 588489; in the data active means inhibition above about 35%, passing the limit was not always enough;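 further: plate controls were DMSO wells with GST-MLLE for no effect and wells lacking GST-MLLE protein for full effect; some results filed as inactive read as strong as hits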
SUMO1-SIM PPI: modulators of human SUMO1-mediated protein-protein interactions; P63165; SUMO1 binding to a labelled peptide, TR-FRET, 1 h; inhibition, % at 20 µM; 360,000 tested, 0.33% active; AID 602429; in the data active means inhibition above about 37%
DNMT1 block: inhibitors of human DNMT1; DNMT1 molecular beacon, Hinp1I cleavage, fluorescence; inhibition (reported as % activation of signal), % at 10 µM; 360,000 tested, 0.83% active; in the data active means inhibition above about 50%
Target sequence (P26358 504-1616 limits assumed): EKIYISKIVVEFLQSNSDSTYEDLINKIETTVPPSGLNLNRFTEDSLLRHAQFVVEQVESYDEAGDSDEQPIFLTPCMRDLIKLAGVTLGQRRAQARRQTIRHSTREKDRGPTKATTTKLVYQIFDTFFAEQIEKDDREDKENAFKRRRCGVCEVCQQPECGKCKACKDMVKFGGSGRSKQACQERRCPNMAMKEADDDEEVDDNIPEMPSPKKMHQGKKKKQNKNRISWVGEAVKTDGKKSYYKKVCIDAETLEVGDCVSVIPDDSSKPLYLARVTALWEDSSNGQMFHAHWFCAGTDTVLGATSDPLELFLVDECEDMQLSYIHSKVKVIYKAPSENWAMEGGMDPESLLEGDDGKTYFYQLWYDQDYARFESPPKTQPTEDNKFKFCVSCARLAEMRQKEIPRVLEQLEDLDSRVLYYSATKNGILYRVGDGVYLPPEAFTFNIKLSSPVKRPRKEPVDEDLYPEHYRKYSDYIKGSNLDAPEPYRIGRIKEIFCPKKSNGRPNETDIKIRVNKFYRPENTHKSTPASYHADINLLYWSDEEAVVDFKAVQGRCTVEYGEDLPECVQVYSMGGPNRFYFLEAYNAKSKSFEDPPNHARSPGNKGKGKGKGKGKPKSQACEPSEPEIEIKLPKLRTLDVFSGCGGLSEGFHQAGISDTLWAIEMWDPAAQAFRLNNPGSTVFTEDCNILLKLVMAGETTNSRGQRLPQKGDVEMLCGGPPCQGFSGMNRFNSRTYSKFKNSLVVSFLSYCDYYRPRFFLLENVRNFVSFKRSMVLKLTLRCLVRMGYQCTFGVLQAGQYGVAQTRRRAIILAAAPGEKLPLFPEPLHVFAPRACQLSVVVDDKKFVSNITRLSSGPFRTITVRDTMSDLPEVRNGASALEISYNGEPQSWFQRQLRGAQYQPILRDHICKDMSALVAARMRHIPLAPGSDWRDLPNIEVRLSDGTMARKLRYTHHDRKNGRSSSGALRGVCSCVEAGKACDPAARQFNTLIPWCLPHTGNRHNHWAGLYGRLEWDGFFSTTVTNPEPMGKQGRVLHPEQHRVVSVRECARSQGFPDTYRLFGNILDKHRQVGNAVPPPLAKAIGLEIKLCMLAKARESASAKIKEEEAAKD
LMPTP block: blocks human LMPTP phosphatase. P24666. recombinant LMPTP-A, OMFP fluorogenic substrate, fluorescence intensity. inhibition, % at 20 µM. 360,000 tested, 0.22% active. AID 651560;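 active means compounds that cut the enzyme signal by at least half of the control window in the single-dose screen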;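 further: plate controls were DMSO wells with enzyme plus substrate for no effect and substrate without enzyme for full effect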
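test system = LMPTP-A | amount = 0.625 nM LMPTP-A final | reagent = fluorogenic phosphatase substrate OMFP at 400 µM final | incubation = 50 min at room temperature | benchmarks = no-enzyme low control, uninhibited high control | medium = Bis-Tris pH 6.0, DTT, detergent | signal = fluorescence intensity of OMFP turnover product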
Tb MetRS inh: Trypanosoma brucei MetRS inhibition | inhibition, % at 11.9 µM | purified T. brucei MetRS, ATP depletion, Kinase-Glo luminescence | 360,000 tested, 0.4% active;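 active means inhibition above a per-plate cutoff of the control wells' mean inhibition plus 3 SD, cut at about 5.5% in these data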;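 further: 0% = DMSO wells median and 100% = median of wells with control inhibitor compound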
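Dosing: 11.9 µM single point; system: parasite MetRS enzyme; technique: luminescence of leftover ATP; times: 15 min enzyme-compound preincubation, 2 h reaction, 10 min detection, 25 °C; replicates: each compound tested once; read-out basis: percent inhibition relative to median high and low control wells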
STEP block: STEP (human) phosphatase inhibition; inhibition, % at 20 µM; 360,000 tested, 0.25% active; P54829; AID 588621; recombinant STEP, OMFP fluorogenic substrate, fluorescence;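 active means inhibition at 20 µM, scaled per plate between control wells, above about 37%, limit read from the data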;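 further: 0% = DMSO with enzyme and substrate and 100% = substrate only without enzyme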
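medium = Bis-Tris buffer pH 6.0, 2.5 mM DTT, 0.005% Tween 20 | test system = STEP (striatal-enriched tyrosine phosphatase) enzyme, cell-free | measure = normalized % inhibition | compound dosing = 20 µM, 1% DMSO | also added = 25 µM OMFP | schedule = reaction 20 min, ambient temperature | measured by = fluorescence read at 480 nm ex / 540 nm em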
CSN inh: blocks human CSN-mediated cullin deneddylation; 360,000 tested, 0.38% active; inhibition, % at 12.5 µM; AID 651999; Q92905; Purified CSN, SCF-Nedd8-OG deneddylation, fluorescence polarization;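 active means pattern-corrected inhibition above about 35%, with an unprinted fluorescence ratio check between 0.5 and 1.5, limit read from the data, passing the limit was not always enough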;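 further: 0% = enzyme with substrate and 100% = substrate without enzyme; some results filed as inactive read as strong as hits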
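Assay system: purified human Csn5 enzyme expressed in HEK293T cells; measure: % inhibition; also added: SCFSkp2-Nedd8OG substrate at 10 nM final; technique: fluorescence polarization; times: reaction 90 min, room temperature; medium: Tris buffer pH 7.5, NaCl, DTT, Tween-20, trehalose, ovalbumin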
NadD block: inhibitors of Staphylococcus aureus NadD. purified NadD enzyme, colorimetric absorbance read-out. inhibition, % at 20 µM. 360,000 tested, 0.78% active. AID 602399; in the data active means inhibition above about 26%; further: some compounds past the cut are filed as inactive
Rpn11 block: inhibitors of human proteasome Rpn11; O00487; human 26S proteasome, Ub4-pepOG fluorescence polarization; 20S core pre-blocked with epoxomicin; calls only at 20 µM; 360,000 tested, 0.59% active; AID 588493;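 active means inhibition at 20 µM, scaled to each plate's controls, above about 33%, limit read from the data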
Scp1 inh: inhibitors of human Scp-1 phosphatase; Recombinant Scp1, phosphopeptide, malachite green phosphate absorbance; inhibition, % at 20 µM; 340,000 tested, 0.88% active;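 active means inhibition above about 50% at 20 µM, limit read from the data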;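 further: plate controls were DMSO wells with enzyme for no effect and wells lacking enzyme for full effect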
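assay system = SCP-1 phosphatase catalytic domain, residues 76-261 | buffer or medium = 50 mM Tris acetate pH 5.5, 0.005% Tween-20, 10 mM MgCl2 | incubation = enzyme reaction 45 min at room temperature, colour 5 min, stabilisation 30 min | signal = Phosphate-binding colour reagent, absorbance read at 630 nm | measure = % inhibition at 20 µM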
* marks the source's active call; other numbers are inactive results.

Start of the data: the first two records (preview)
Results for COC(=O)c1ccc(NC(=O)C(=O)NCC2CCCO2)cc1 (stereo not drawn) ?
MLLE-PAM2 inh: 11; SUMO1-SIM PPI: 1; DNMT1 block: 5; LMPTP block: -3.3; Tb MetRS inh: -0.3; STEP block: -3; CSN inh: -3; NadD block: -7; Rpn11 block: inactive; Scp1 inh: -9

What do the screens show for `O=C(Nc1ccc2c(c1)OCCO2)c1ccc(Cl)cc1Cl`?
MLLE-PAM2 inh: 2; SUMO1-SIM PPI: 4; DNMT1 block: 8; LMPTP block: -2.0; Tb MetRS inh: 0.5; STEP block: 0; CSN inh: 4; NadD block: -7; Rpn11 block: inactive; Scp1 inh: -6

The listing, from the start:
Results for COC(=O)c1ccc(NC(=O)C(=O)NCC2CCCO2)cc1 (stereo not drawn) ?
MLLE-PAM2 inh: 11; SUMO1-SIM PPI: 1; DNMT1 block: 5; LMPTP block: -3.3; Tb MetRS inh: -0.3; STEP block: -3; CSN inh: -3; NadD block: -7; Rpn11 block: inactive; Scp1 inh: -9

What do the screens show for `O=C(Nc1ccc2c(c1)OCCO2)c1ccc(Cl)cc1Cl`?
MLLE-PAM2 inh: 2; SUMO1-SIM PPI: 4; DNMT1 block: 8; LMPTP block: -2.0; Tb MetRS inh: 0.5; STEP block: 0; CSN inh: 4; NadD block: -7; Rpn11 block: inactive; Scp1 inh: -6

How did CCCc1cc(CCC)n2nc(N)nc2n1 do in these assays?
MLLE-PAM2 inh: 2; SUMO1-SIM PPI: -2; DNMT1 block: 3; LMPTP block: -3.2; Tb MetRS inh: -0.2; STEP block: -1; CSN inh: -2; NadD block: -3; Rpn11 block: inactive

How did CS(=O)(=O)N(CC(=O)NCc1ccccn1)Cc1ccc(Cl)cc1 do in these assays?
MLLE-PAM2 inh: 0; SUMO1-SIM PPI: -1; DNMT1 block: 1; LMPTP block: -1.2; Tb MetRS inh: -0.7; STEP block: 0; CSN inh: 1; NadD block: 7; Rpn11 block: inactive; Scp1 inh: -2

Results for NC(=O)c1ccccc1NCC(=O)c1ccc(F)cc1 ?
MLLE-PAM2 inh: 5; SUMO1-SIM PPI: -2; DNMT1 block: -3; LMPTP block: -2.0; Tb MetRS inh: -0.5; STEP block: -1; CSN inh: 5; NadD block: -5; Rpn11 block: inactive; Scp1 inh: -4

What do the screens show for `Cc1cccc(NC(=O)CN(CC2CCCO2)C(=O)c2cc(S(=O)(=O)N(C)C)ccc2F)c1C` (stereo not drawn)?
MLLE-PAM2 inh: -10; SUMO1-SIM PPI: -2; DNMT1 block: -1; LMPTP block: -5.8; Tb MetRS inh: -0.2; STEP block: 1; CSN inh: 3; NadD block: 3; Rpn11 block: inactive; Scp1 inh: -18

Results for Cc1ccn(CCC(=O)Nc2ccc3c(c2)OCO3)n1 ?
MLLE-PAM2 inh: 6; SUMO1-SIM PPI: -3; DNMT1 block: -7; LMPTP block: -2.6; Tb MetRS inh: -0.5; STEP block: -1; CSN inh: 0; NadD block: -1; Rpn11 block: inactive; Scp1 inh: -2

How did O=C(Nc1ccccc1)N1CCN(c2ccc(F)cc2)CC1 do in these assays?
MLLE-PAM2 inh: 2; SUMO1-SIM PPI: 2; DNMT1 block: -1; LMPTP block: -0.7; Tb MetRS inh: -0.3; STEP block: -3; CSN inh: -1; NadD block: -2; Rpn11 block: inactive; Scp1 inh: -4

Results for O=C(COc1ccc(Br)cc1)c1ccc2c(c1)CCCC2 ?
MLLE-PAM2 inh: -15; SUMO1-SIM PPI: -1; DNMT1 block: 1; LMPTP block: 3.0; Tb MetRS inh: -0.4; STEP block: 0; CSN inh: 6; NadD block: 8; Rpn11 block: inactive; Scp1 inh: -18

How did COc1cc(C)c(CN2CCN(C(C)C(=O)NC(C)c3ccccc3)CC2)cc1OC (stereo not drawn) do in these assays?
MLLE-PAM2 inh: -15; SUMO1-SIM PPI: -3; DNMT1 block: -2; LMPTP block: -0.2; Tb MetRS inh: 0.4; STEP block: 0; CSN inh: -1; NadD block: -2; Rpn11 block: inactive; Scp1 inh: -1

What do the screens show for `Nc1ncnc2c1ccn2[C@H]1CN(Cc2ccc(Cl)cc2)C[C@@H](CO)O1`?
MLLE-PAM2 inh: -3; SUMO1-SIM PPI: -1; DNMT1 block: 0; LMPTP block: -0.4; Tb MetRS inh: 0.4; STEP block: -1; CSN inh: -5; NadD block: 0; Rpn11 block: inactive

How did CN1CCc2nc3sc(C(=O)C45CC6CC(CC(C6)C4)C5)c(N)c3cc2C1 do in these assays?
MLLE-PAM2 inh: -16; SUMO1-SIM PPI: 6; DNMT1 block: 78*; LMPTP block: 1.9; Tb MetRS inh: -1.7; STEP block: 5; CSN inh: -10; NadD block: 16; Rpn11 block: inactive; Scp1 inh: 2

How did COc1ccc2cc(-c3ccccc3)ncc2c1 do in these assays?
MLLE-PAM2 inh: -1; SUMO1-SIM PPI: -4; DNMT1 block: 0; LMPTP block: 0.5; Tb MetRS inh: -0.2; STEP block: 1; CSN inh: -9; NadD block: 0; Rpn11 block: inactive; Scp1 inh: -2

What do the screens show for `CC1Cc2cc(S(=O)(=O)N3CCC(C(=O)N4CCN(c5ccccc5F)CC4)CC3)ccc2N1C(=O)C1CC1` (stereo not drawn)?
MLLE-PAM2 inh: -1; SUMO1-SIM PPI: -7; DNMT1 block: -3; LMPTP block: 2.7; Tb MetRS inh: 0.7; STEP block: 0; CSN inh: 2; NadD block: 7; Rpn11 block: inactive; Scp1 inh: -20

What do the screens show for `COCc1ccc(C(=O)N(C)CC2CCCN(CCc3ccc(OC)cc3)C2)o1` (stereo not drawn)?
MLLE-PAM2 inh: -1; SUMO1-SIM PPI: -1; DNMT1 block: 0; LMPTP block: 0.2; Tb MetRS inh: 0.0; STEP block: 2; CSN inh: -2; NadD block: 2; Rpn11 block: inactive; Scp1 inh: -4

Reprinted from the part before: 2 compounds, then new ones.
What do the screens show for `CC1Cc2cc(S(=O)(=O)N3CCC(C(=O)N4CCN(c5ccccc5F)CC4)CC3)ccc2N1C(=O)C1CC1` (stereo not drawn)?
MLLE-PAM2 inh: -1; SUMO1-SIM PPI: -7; DNMT1 block: -3; LMPTP block: 2.7; Tb MetRS inh: 0.7; STEP block: 0; CSN inh: 2; NadD block: 7; Rpn11 block: inactive; Scp1 inh: -20

What do the screens show for `COCc1ccc(C(=O)N(C)CC2CCCN(CCc3ccc(OC)cc3)C2)o1` (stereo not drawn)?
MLLE-PAM2 inh: -1; SUMO1-SIM PPI: -1; DNMT1 block: 0; LMPTP block: 0.2; Tb MetRS inh: 0.0; STEP block: 2; CSN inh: -2; NadD block: 2; Rpn11 block: inactive; Scp1 inh: -4

How did Cc1cccc(NC(=O)c2cc(N3CCOCC3)nc3ccccc23)c1 do in these assays?
MLLE-PAM2 inh: -6; SUMO1-SIM PPI: 4; DNMT1 block: -3; LMPTP block: 1.0; Tb MetRS inh: -0.3; STEP block: -1; CSN inh: 0; NadD block: 4; Rpn11 block: inactive; Scp1 inh: -3

Results for Cc1c(Cl)cccc1NC(=O)C(=O)NNS(=O)(=O)c1ccc(F)cc1 ?
MLLE-PAM2 inh: -12; SUMO1-SIM PPI: 4; DNMT1 block: 3; LMPTP block: -0.7; Tb MetRS inh: -0.6; STEP block: -2; CSN inh: 0; NadD block: -3; Rpn11 block: inactive; Scp1 inh: -2

What do the screens show for `Cc1cc([N+](=O)[O-])cnc1NC(C)c1ccccc1` (stereo not drawn)?
MLLE-PAM2 inh: 8; SUMO1-SIM PPI: -19; DNMT1 block: -1; LMPTP block: 0.0; Tb MetRS inh: -1.0; STEP block: -2; CSN inh: -2; NadD block: -5; Rpn11 block: inactive; Scp1 inh: -3

What do the screens show for `CC1=CC(C)(C)N(C)C(=O)N1c1ccc(Cl)cc1`?
MLLE-PAM2 inh: 4; SUMO1-SIM PPI: -2; DNMT1 block: 4; LMPTP block: 0.6; Tb MetRS inh: -2.0; STEP block: -11; CSN inh: 5; NadD block: -1; Rpn11 block: inactive; Scp1 inh: 4

Results for Cc1cc2c(cc1C)-n1nnnc1C(N(C)Cc1ccccc1)C(=O)N2 (stereo not drawn) ?
SUMO1-SIM PPI: 4; LMPTP block: 0.0; Tb MetRS inh: -0.3; CSN inh: 0

What do the screens show for `CCc1ccccc1C1=CC(=O)C[C@H](c2ccc(OC)cc2)C1`?
MLLE-PAM2 inh: -4; SUMO1-SIM PPI: 3; DNMT1 block: 2; LMPTP block: 3.0; Tb MetRS inh: -0.2; STEP block: 9; CSN inh: 2; NadD block: 0; Rpn11 block: inactive; Scp1 inh: -11

Results for Cc1cc(Cl)ccc1OCC(=O)OC(C)C(=O)N(C)C (stereo not drawn) ?
MLLE-PAM2 inh: 1; SUMO1-SIM PPI: 0; DNMT1 block: 24; LMPTP block: 2.2; Tb MetRS inh: -0.1; STEP block: 5; CSN inh: -2; NadD block: -2; Rpn11 block: inactive; Scp1 inh: 55*

What do the screens show for `CC1(c2nnc(Cc3ccccc3)o2)CC(c2ccc([N+](=O)[O-])cc2)=NO1` (stereo not drawn)?
MLLE-PAM2 inh: -15; SUMO1-SIM PPI: -28; DNMT1 block: 3; LMPTP block: 1.2; Tb MetRS inh: -0.5; STEP block: -3; CSN inh: 9; NadD block: -1; Rpn11 block: inactive; Scp1 inh: -4

Results for COC(=O)c1[nH]c2cc(OC)c(OC)cc2c1NC(=O)Oc1ccccc1 ?
MLLE-PAM2 inh: 6; SUMO1-SIM PPI: -5; DNMT1 block: 0; LMPTP block: 0.2; Tb MetRS inh: -0.3; STEP block: 7; CSN inh: 2; NadD block: 0; Rpn11 block: inactive; Scp1 inh: 2

How did O=S(=O)(CCN1CCCCC1)CCS(=O)(=O)CCN1CCCCC1 do in these assays?
MLLE-PAM2 inh: 10; SUMO1-SIM PPI: -9; DNMT1 block: 12; LMPTP block: -1.5; Tb MetRS inh: -0.5; STEP block: 1; CSN inh: -2; NadD block: -4; Rpn11 block: inactive; Scp1 inh: -10

Results for O=C(Nc1cc(S(=O)(=O)N2CCOCC2)ccc1O)c1ccc(NS(=O)(=O)c2ccc(Cl)s2)cc1 ?
MLLE-PAM2 inh: 27; SUMO1-SIM PPI: 24; DNMT1 block: 11; LMPTP block: 0.2; Tb MetRS inh: -0.4; STEP block: -10; CSN inh: -1; NadD block: -2; Rpn11 block: inactive; Scp1 inh: -12

How did Cc1ccc(N2C(=O)c3ccc(C(=O)N4CCOCC4)cc3C2=O)cc1C do in these assays?
MLLE-PAM2 inh: 3; SUMO1-SIM PPI: -15; DNMT1 block: 0; LMPTP block: 0.6; Tb MetRS inh: -1.1; STEP block: -1; CSN inh: -1; NadD block: 12; Rpn11 block: inactive; Scp1 inh: -6
